High-throughput results (PubChem BioAssay)
Growth percent in the NCI-60 one-dose screen (48 h, 10 µM unless noted): 100 = growth as untreated, 0 = no growth, -100 = all killed.
CCRF-CEM – CCRF-CEM leukemia; AID 1794778; actives 7% (n = 77,000)
RPMI-8226 – RPMI-8226 leukemia cells; AID 1794781; actives 7.5% (n = 77,000)
M14 – M14 melanoma; actives 6.2% (n = 80,000)
HOP-92 – HOP-92 NSCLC cells | actives 6.3% (n = 71,000) | AID 1794738
HOP-62 – HOP-62 NSCLC; actives 3.9% (n = 80,000); AID 1794735
EKVX – EKVX NSCLC. actives 3% (n = 71,000). AID 1794765
A549/ATCC – A549/ATCC NSCLC; actives 3.7% (n = 81,000); AID 1794740
MDA-MB-435 – MDA-MB-435 melanoma; actives 7.8% (n = 82,000); AID 1794794
Starred values were filed as active, the others as inactive; nt = not tested or not shown. The calls were made as follows: active = growth percent below 10; inactive = the rest.

SMILES	CCRF-CEM	RPMI-8226	M14	HOP-92	HOP-62	EKVX	A549/ATCC	MDA-MB-435
Fc1ccccc1/C=C/c1nn2c(-c3cccnc3)nnc2s1	109	109	107	162	104	97	90	91
O=C(NN=C1CCCCC1)C(=O)NN=C1CCCCC1	86	100	nt	101	98	109	116	117
Cn1c(=O)c2ncn(CC(=O)O)c2n(C)c1=O	103	83	99	96	94	109	104	110
C/C(=N\n1cnc2c(sc(=S)n2-c2ccc(Cl)cc2)c1=O)c1cnccn1	108	110	104	100	100	109	103	99
COc1ccc(C=NCCN=Cc2ccc(OC)cc2)cc1	nt	114	99	nt	107	104	98	109
NS(=O)(=O)c1ccc(Br)cc1	104	108	86	94	82	90	82	105
Brc1ccc(C2c3[nH]c4ccccc4c3C(c3ccc(Br)cc3)c3c2[nH]c2ccccc32)cc1 (stereo not drawn)	109	99	97	116	86	93	95	109
NS(=O)(=O)c1ccc(Nc2nc(SCC(=O)c3ccc([N+](=O)[O-])cc3)nc3ccccc23)cc1	96	88	113	115	96	105	106	110
CS(=O)(=O)c1ccc(C(=O)N/N=C/c2cccc(O)c2)cc1	95	99	103	87	95	99	99	106
CN(C(=O)c1ccccc1)C(=O)c1ccccc1	95	107	112	94	102	113	91	110
COc1ccc(CSC(=S)N(C)C)cc1[N+](=O)[O-]	96	86	107	78	98	nt	88	nt
O=C(Oc1ccccc1)c1cccc(C(=O)Oc2ccccc2)c1	106	104	100	103	93	105	96	118
COc1ccc(N2C(=O)C(Oc3ccccc3)C2c2ccc(C)cc2)cc1 (stereo not drawn)	101	106	93	67	104	89	90	99
Clc1ccc(OCc2nnc(-c3ccc(Oc4ccccc4)cc3)o2)c(Cl)c1	105	nt	102	75	96	98	90	103
CCN(CC)c1ccc(/C=N/NC(=O)Cc2ccc(Nc3ccnc(C(F)(F)F)c3)cc2)c(O)c1	9.9*	26	-18*	54	24	10	23	24
CCOC(=O)c1[nH]cnc1/N=N/N(C)C	91	99	115	nt	100	nt	99	99
CCOC(=O)C1=CSC2=NC3=C(CCC/C3=C\c3ccc(Cl)cc3)C(c3ccc(Cl)cc3)N12 (stereo not drawn)	88	6.2*	92	96	115	92	97	79
O=C(Nn1cc(-c2ccc3ccccc3c2)sc1=Nc1ccccc1)c1cc2ccc1CCc1ccc(cc1)CC2	92	90	103	97	94	93	97	103
COc1ccccc1/C=N/Nc1nc2ccccc2s1	72	65	104	72	86	59	98	95
NC(=O)n1cccc1	81	98	102	98	93	100	74	112
N#Cc1c(-c2cc(=O)oc3ccc(Cl)cc23)c(C#N)c2c(C#N)c(N)nn2c1N	102	105	111	91	90	100	91	105
c1ccc(-c2c3c(cn2CCN2CCOCC2)-c2oncc2CC3)cc1	102	104	97	80	nt	104	108	103
CC(=O)CC(c1ccccc1)c1c(-c2ccccc2)[nH]c2cc(C)ccc12 (stereo not drawn)	91	77	90	64	79	58	96	95
Cn1cc(-c2nc(-c3c[nH]c4ncc(F)cc34)cs2)c2cccnc21	102	100	87	nt	108	84	107	98
Cc1ccc(S(=O)(=O)NCCNc2nccc(-c3c(-c4cccc(N)c4)nc4sccn34)n2)cc1	96	75	107	94	105	84	87	93
COc1ccc(Nc2nc3ccc(NC(=O)Nc4cccc(Cl)c4)cc3[nH]c2=O)cc1	67	91	98	nt	101	nt	86	69
CCOC(=O)C1=C(N)Oc2cc(OC)ccc2C1c1ccc(F)c(F)c1 (stereo not drawn)	20	6.6*	18	74	38	40	42	-16*
COc1ccc(-c2nc(N)n(C(=S)Nc3ccccc3)n2)cc1	99	99	99	86	87	96	102	107
CC/C(=C(\c1ccccc1)c1ccc(OCCNC)cc1)c1ccccc1	0.8*	-41*	-90*	-86*	-64*	-69*	-39*	-94*
CN1CCN(C(=O)[C@]23CCC(C)(C)C[C@H]2C2=CC[C@@H]4[C@@]5(C)CCC(=O)NC(C)(C)[C@@H]5CC[C@@]4(C)[C@]2(C)CC3)CC1	93	88	95	55	95	94	93	88
CN(C)CCC(C(=O)c1ccccc1)c1ccccn1 (stereo not drawn)	104	nt	99	nt	105	100	102	101
COc1ccc(Cl)cc1NC(=O)NNC(=O)C(=O)Nc1ccc(F)cc1	87	89	106	93	95	nt	108	109
COc1cc(-c2cc(-c3c[nH]c4ccccc34)nc(-c3c[nH]c4ccccc34)c2C#N)cc(OC)c1OC	99	97	98	93	88	87	100	100
c1ccc(Nc2ccccn2)nc1	91	71	100	96	96	92	109	104
O=C1/C(=C/C2=Cc3ccccc3OC2)SC(=S)N1c1ccc(O)cc1	79	79	100	103	88	86	102	100
O=C(Nc1ccccc1)Nc1ccccc1C(=O)O	107	110	109	99	99	nt	94	109

Five compounds out of the list, arranged by length of the SMILES, smallest number first.
SMILES	CCRF-CEM	RPMI-8226	M14	HOP-92	HOP-62	EKVX	A549/ATCC	MDA-MB-435
CN(C)CCC(C(=O)c1ccccc1)c1ccccn1 (stereo not drawn)	104	nt	99	nt	105	100	102	101
COc1ccc(-c2nc(N)n(C(=S)Nc3ccccc3)n2)cc1	99	99	99	86	87	96	102	107
CCOC(=O)C1=C(N)Oc2cc(OC)ccc2C1c1ccc(F)c(F)c1 (stereo not drawn)	20	6.6*	18	74	38	40	42	-16*
COc1ccc(Nc2nc3ccc(NC(=O)Nc4cccc(Cl)c4)cc3[nH]c2=O)cc1	67	91	98	nt	101	nt	86	69
COc1cc(-c2cc(-c3c[nH]c4ccccc34)nc(-c3c[nH]c4ccccc34)c2C#N)cc(OC)c1OC	99	97	98	93	88	87	100	100

Carrying on:
SMILES	CCRF-CEM	RPMI-8226	M14	HOP-92	HOP-62	EKVX	A549/ATCC	MDA-MB-435
CCC1=Cc2cc(Cl)cc(Cl)c2OC12C=Cc1cc(Cl)cc(Cl)c1O2 (stereo not drawn)	105	102	102	111	101	99	102	105
COc1cccc(C2=NN(c3ccc(-c4ccccc4)nn3)C(c3ccc(F)c(OC)c3)C2)c1 (stereo not drawn)	94	81	95	93	100	87	95	101
C[C@]12CC[C@H](O)CC1=CC[C@@H]1[C@@H]2CC[C@]2(C)C3C(=O)C=C4CCCCC4C3C[C@@H]12 (stereo partly drawn)	nt	96	112	95	88	nt	112	95
C=C(Cl)CSc1ncnc2nc[nH]c12	127	104	108	104	99	117	104	119
CCOC(=O)C1=C(C)N=C2Sc3cc(C)c(C)cc3N2[C@H]1c1ccccn1	104	51	91	91	94	93	79	95
Cn1cc(-c2cc3nc(-c4c[nH]c5ccc(F)cc45)cc(N)n3n2)c2ccccc21	108	109	103	138	108	99	100	102
CC1(O)CC(CI)OC(c2ccc(Cl)cc2)C1 (stereo not drawn)	91	nt	110	96	93	92	89	99
O=C(CSc1nc2sc3c(c2c(=O)n1-c1ccc(Cl)cc1)CCCC3)NNC(=O)c1ccc(Br)cc1	61	81	72	61	17	61	83	97
Cc1nc2sc(C(=O)Nc3ccccc3)c(N)c2cc1C(=O)/C=C/c1ccccc1	6.1*	-34*	11	6.3*	-26*	43	13	-38*
CC(=O)C(N=Nc1ccc(C)cc1[N+](=O)[O-])C(=O)Nc1ccccc1 (stereo not drawn)	90	108	102	nt	91	105	108	111
CC(CC(=O)c1ccccc1)=NCC(O)CN=C(C)CC(=O)c1ccccc1 (stereo not drawn)	105	103	104	nt	96	nt	94	103
CC(=O)CC(=O)NC(C)(C)C	91	109	107	114	101	nt	99	98
C=C1C(=O)O[C@H]2[C@H]1CC/C(COC(=O)NCCc1ccc(OC)cc1)=C\CC[C@@]1(C)O[C@@H]21	3.4*	18	25	22	63	53	64	21
CCNc1ccc(C)cc1	98	91	102	86	nt	88	103	100
CCOC(=O)n1ncc2c(Nc3ccc(NS(=O)(=O)c4ccccc4)cc3)ncnc21	103	91	105	94	92	95	97	104
CCOc1nc(N)ncc1OCCc1ccccc1	103	103	84	90	98	90	102	103
N#Cc1c2cccnc2c2nnc3cc(Cl)c(Cl)cc3n12	29	35	78	nt	26	81	83	84
N#Cc1c(-c2ccc(F)cc2)n2c(nc1=O)SC(=O)C2=O	85	77	105	97	120	91	nt	96
Cc1c(C(=O)C(SC(=S)N2CCOCC2)SC(=S)N2CCOCC2)nnn1-c1ccc(Cl)cc1	96	100	102	100	102	101	104	100
COc1cc2c(OC)c(-c3c(C)cc4c(-c5nc6ccccn6c5NC(C)(C)C)c(OC)c(OC)cc4c3OC)c(C)cc2c(-c2nc3ccccn3c2NC(C)(C)C)c1OC	66	24	45	40	57	24	30	40
CCCCCN(CCCCC)CC(O)c1cc2c(c3ccc(Cl)cc13)CCCC2 (stereo not drawn)	79	73	89	nt	90	101	68	104
O=C1C2=C(Nc3ccccc3N2)OC1c1ccc(Cl)cc1 (stereo not drawn)	91	84	105	76	100	86	94	111
CCCCCCNc1ncnc2c1cnn2C	79	73	92	79	75	96	72	100
COc1ccc(-c2nnc(Nc3ccc(Br)cc3)o2)cc1OC	88	93	103	75	100	nt	99	100

Seven compounds drawn at random from those above:
SMILES	CCRF-CEM	RPMI-8226	M14	HOP-92	HOP-62	EKVX	A549/ATCC	MDA-MB-435
COc1ccc(-c2nnc(Nc3ccc(Br)cc3)o2)cc1OC	88	93	103	75	100	nt	99	100
CCCCCN(CCCCC)CC(O)c1cc2c(c3ccc(Cl)cc13)CCCC2 (stereo not drawn)	79	73	89	nt	90	101	68	104
CCNc1ccc(C)cc1	98	91	102	86	nt	88	103	100
O=C1C2=C(Nc3ccccc3N2)OC1c1ccc(Cl)cc1 (stereo not drawn)	91	84	105	76	100	86	94	111
Cc1c(C(=O)C(SC(=S)N2CCOCC2)SC(=S)N2CCOCC2)nnn1-c1ccc(Cl)cc1	96	100	102	100	102	101	104	100
N#Cc1c(-c2ccc(F)cc2)n2c(nc1=O)SC(=O)C2=O	85	77	105	97	120	91	nt	96
CCOc1nc(N)ncc1OCCc1ccccc1	103	103	84	90	98	90	102	103

Next part.
SMILES	CCRF-CEM	RPMI-8226	M14	HOP-92	HOP-62	EKVX	A549/ATCC	MDA-MB-435
O=C1NC(=O)C(Cc2ccc(OCc3ccc(-c4ccc(F)cc4)cc3)cc2)S1 (stereo not drawn)	74	62	91	88	97	73	72	75
COc1ccc2c(c1)CC(O)CC1C(=O)N(CCO)CC(=O)C21 (stereo not drawn)	99	104	99	80	87	96	81	103
CC(=O)C1CCC2C3C=C(C)C4=CC(=O)CCC4(C)C3(F)C(O)CC12C (stereo not drawn)	56	45	108	nt	98	nt	72	108
O=C(NCc1ccccc1)NS(=O)(=O)c1c[nH]c(=S)[nH]c1=O	112	109	101	132	94	98	70	110
COc1cc(/C=C/c2nnc(-c3[nH]nc4c3CCc3ccccc3-4)o2)cc(OC)c1OC	95	84	101	86	99	99	100	114
Cc1cc(-c2ccc(N=Nc3c(S(=O)(=O)O)cc4cc(S(=O)(=O)O)cc(N)c4c3O)c(C)c2)ccc1N=Nc1c(S(=O)(=O)O)cc2cc(S(=O)(=O)O)cc(N)c2c1O	100	96	93	103	82	85	88	101
COc1cc2c(c(OC)c1OC)C(=O)CC(c1cccc(NC(=O)c3cc(NC(=O)[C@H](C)N)ccc3Cl)c1)O2 (stereo partly drawn)	12	4.7*	44	18	79	48	56	2.8*
O=C(O)c1ccc(N2CCCCC2)cc1O	99	105	109	nt	101	102	91	108
O/N=C\c1c(O)ccc2ccccc12	96	101	110	105	101	107	71	94
CCOC(=O)/C=C1/SC(N2CCCCC2)C(=O)N1CC (stereo not drawn)	78	94	98	91	85	84	100	102
NNc1cc(C(F)(F)F)nc2ccc(Br)cc12	nt	81	119	nt	104	nt	82	97
CSc1nc2sc3cc(Cl)c(Cl)cc3n2c(=N)c1C#N	107	112	94	99	95	80	106	98
COc1cc(/C(C)=C(\c2ccc(Cl)cc2)c2ccc(OCCN3CCCCC3)cc2)ccc1F	55	nt	nt	55	106	78	74	77
NS(=O)(=O)c1ccc(NC(=O)C(O)C(O)C(O)C(O)CO)cc1 (stereo not drawn)	69	95	98	nt	109	98	110	100

Not a hit list; about 13% have a hit in one of these screens.
